GC-B act: human GC-B receptor activators, primary screen, HEK293 GC-B cells, cGMP TR-FRET, EC30 CNP | 0% at EC30 CNP, 100% saturating CNP | activation, % at 10 µM | hit rate 0.11% among 370,000 | AID 1920062, 2024;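 active means activation at 10 µM reaching about 35% in either raw or pattern-adjusted values, limit read from the data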
ABHD4 inh: ABHD4 inhibitors, primary screen, biochemical, fluorescence polarization, mouse | (Lyso)-N-acylphosphatidylethanolamine lipase (Mus musculus), Q8VD66 | purified mABHD4, FP-Rh probe fluorescence polarization | inhibition, % at 8.92 µM | hit rate 0.54% among 370,000 | AID 720543, 2013;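 active means inhibition exceeding the mean over every tested compound plus 3 SD, cut at about 30% in these data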;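 further: 0% = plate median of compound wells and 100% = S159A mutant with DMSO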
Target sequence (Q8VD66 whole entry, looked up): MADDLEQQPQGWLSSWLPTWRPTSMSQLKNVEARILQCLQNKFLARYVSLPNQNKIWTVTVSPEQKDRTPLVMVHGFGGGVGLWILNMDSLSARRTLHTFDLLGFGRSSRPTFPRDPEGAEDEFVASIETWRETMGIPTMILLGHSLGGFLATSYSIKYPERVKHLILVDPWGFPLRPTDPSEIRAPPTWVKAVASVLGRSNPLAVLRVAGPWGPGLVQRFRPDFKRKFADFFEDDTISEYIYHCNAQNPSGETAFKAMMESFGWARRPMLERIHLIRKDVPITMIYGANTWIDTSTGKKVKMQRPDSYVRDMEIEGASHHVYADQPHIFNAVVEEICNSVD
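system = mouse ABHD4 enzyme, wild type | medium = HEPES pH 7.0, NaCl, Pluronic buffer | also added = FP-Rh probe | incubation = Enzyme–compound pre-incubation 45 min, then probe 60 min, both 25 °C | technique = fluorescence polarization, excitation 525 nm, emission 598 nm, BODIPY TMR filters | controls = S159A mutant high control, sample median low control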
PG9 Ab binder: binders of HIV-1 gp120 antibody PG9, primary screen, biochemical, TR-FRET; HIV-1 gp120 / PG9 antibody interaction; TR-FRET gp120-PG9 antibody binding; inhibition, % at 6.7 µM; hit rate 0.43% among 360,000; in the data active means inhibition above about 8.5%
ARFGAP1 inhibitor: inhibitors of rat ARFGAP1 GAP activity, primary screen, biochemical, fluorescence polarization, GDP tracer | Arfgap1-stimulated ARF1 GTP hydrolysis, GDP FP detection | inhibition, % at 16.5 µM | hit rate 0.26% among 360,000;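 active means inhibition above a per-plate limit, mean inhibition of low control wells plus 3 SD, cut at about 25% in these data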;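 further: 0% = DMSO wells with enzyme and 100% = wells lacking Arfgap1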
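Material – truncated rat Arfgap1 GAP domain · Buffer or medium – HEPES-based buffer, pH 7.5 · Reagent – human ARF1(Δ1-17)-GTP substrate · Dosing – 16.5 µM single point, 1.26% DMSO · Schedule – GTP hydrolysis reaction 2 h at 25 °C · Technique – GDP detection by fluorescence polarization · Benchmarks – No-Arfgap1 wells (100%) versus DMSO full-reaction wells (0%) · Repeats – single replicate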
rCAG RNA binder: binders of r(CAG) RNA repeats, primary screen, biochemical, fluorescence; r(CAG) RNA repeat, TO-PRO-1 dye displacement fluorescence; inhibition, % at 3 µM; hit rate 1.3% among 370,000; AID 651821, 2012;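 active means inhibition above the plate cutoff, the mean of all test compounds on that plate plus 3 SD, cut at about 35% in these data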;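 further: 0% = DMSO alone and 100% = 100 µM mitoxantrone as full dye displacement; higher means more dye released from RNA so lower well fluorescence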
HTRA1 inh: HTRA1 serine protease inhibitors, primary screen, biochemical, fluorescence polarization, HTS | Q92743 | recombinant HTRA1, FP-rhodamine activity-based probe | inhibition, % at 5.96 µM | hit rate 0.5% among 340,000 | AID 504803, 2011; in the data active means inhibition above about 36%;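 further: 0% = enzyme with DMSO and 100% = wells lacking enzyme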
Target sequence (Q92743 whole entry, looked up): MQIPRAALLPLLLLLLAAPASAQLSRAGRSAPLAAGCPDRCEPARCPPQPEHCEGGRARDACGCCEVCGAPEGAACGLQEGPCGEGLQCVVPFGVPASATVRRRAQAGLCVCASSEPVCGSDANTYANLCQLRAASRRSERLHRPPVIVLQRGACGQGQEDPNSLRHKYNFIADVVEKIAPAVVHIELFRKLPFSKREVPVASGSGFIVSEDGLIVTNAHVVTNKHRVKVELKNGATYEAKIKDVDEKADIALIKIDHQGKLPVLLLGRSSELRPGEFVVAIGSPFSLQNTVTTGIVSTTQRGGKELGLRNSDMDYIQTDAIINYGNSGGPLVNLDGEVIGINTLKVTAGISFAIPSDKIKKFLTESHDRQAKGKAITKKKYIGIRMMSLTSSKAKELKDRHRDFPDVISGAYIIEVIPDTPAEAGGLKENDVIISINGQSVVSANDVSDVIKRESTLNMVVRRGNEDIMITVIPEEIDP
ASAP1 inh: inhibitors of human ASAP1 ArfGAP activity, primary screen, biochemical, fluorescence polarization; Arf-GAP with SH3 domain, ANK repeat and PH domain-containing protein 1 (Homo sapiens), …; inhibition, % at 16.5 µM; hit rate 0.19% among 360,000; ASAP1-stimulated ARF1 GTP hydrolysis, GDP FP detection; in the data active means inhibition above about 25%;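 further: 0% = vehicle with enzyme and substrate and 100% = no enzyme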
Rev-erbA mod: modulators of Rev-erb alpha DNA binding, primary screen, biochemical, FITC-DNA, fluorescence polarization, uHTS | Nuclear receptor subfamily 1 group D member 1 (Homo sapiens), P20393 | activity, % at 10 µM | hit rate 0.79% among 370,000 | Rev-erbα–FITC-DNA binding, 90 min;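 active means activity above about 14%, limit read from the data; passing the limit was not always enough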;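 further: 0% = DMSO wells with 35 nM protein and 100% = DMSO wells with 750 nM protein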
NPR1 activator: GC-A stimulated cGMP production enhancers – HEK293 GC-A cells, cGMP TR-FRET, EC30 ANP, primary screen. hit rate 0.14% among 370,000. Atrial natriuretic peptide receptor 1 (Homo sapiens), P16066. AID 1671463, 2021. activation, % at 10 µM. 0% at EC30 ANP, 100% saturating ANP; in the data active means activation above about 40%
SMARCA2 activ: SMARCA2 (BRM) function activators, primary screen, cell-based, luminescence, high throughput. MG213 cells, MMTV-luciferase reporter, dexamethasone, overnight. activation, % at 9.1 µM. hit rate 1% among 370,000; in the data active means activation above about 7.8%;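 further: 0% = vehicle wells and 100% = reference activator wells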
Starred values were filed as active, the others as inactive; . = not tested or not shown.

SMILES	GC-B act	ABHD4 inh	PG9 Ab binder	ARFGAP1 inhibitor	rCAG RNA binder	HTRA1 inh	ASAP1 inh	Rev-erbA mod	NPR1 activator	SMARCA2 activ
COc1ccc(C2(C(=O)Nc3ccccc3)CCOCC2)cc1	-14	9	-1.6	2	-2	4	-3	4	-9	-1
CCOc1cc(C(C(=O)NCC2CCCO2)N(C(=O)Cn2nnc3ccccc32)c2ccc(C(C)=O)cc2)ccc1O (stereo unspecified)	4	1	1.0	0	-1	8	5	-4	1	2
CC1(C(=O)NS(=O)(=O)C2CC2)CCN(C(=O)c2ccc3c(c2)OCO3)C1 (stereo unspecified)	4	8	-0.7	-8	1	.	-2	-2	0	4
Cc1ccnc(NC(=O)Nc2cccc(F)c2)c1	-1	0	-1.3	5	1	-14	-8	1	6	1
COc1cc(NC(=O)C2CC2)c(C(=O)O)cc1OC	4	-1	-0.7	1	9	1	-5	1	4	-2
O=C(NCCc1ccco1)C(=O)NCC1CCCN1S(=O)(=O)c1ccccc1 (stereo unspecified)	0	-1	1.4	0	0	-1	-9	-3	0	-1
COc1cccc(CN2CCC2(C)C(=O)Nc2cccc(Oc3ccccc3)c2)c1OC (stereo unspecified)	-2	-8	0.6	6	4	.	4	2	3	-3
COc1cc(SC)ccc1C(=O)N1CCN(c2ccccc2OC)CC1	3	2	-2.5	-1	-7	2	5	2	1	1
Cc1ccc(S(=O)(=O)NCCSc2nnnn2-c2ccc(C(N)=O)cc2)cc1	-6	1	1.2	1	4	1	9	3	-3	1
Cc1cc(N(CCO)CCO)ccc1N=Nc1cc(F)ccc1F	-3	16	-0.8	11	2	31	-10	54*	22	0
CC(C)(C)c1ccc(NC(=O)N2CCCN(c3c(Cl)cncc3Cl)CC2)cc1	0	2	-0.1	10	-4	-8	5	0	0	-1
C[C@@H]1CCCCO[C@H](CN(C)C(=O)CCC(F)(F)F)[C@H](C)CN([C@@H](C)CO)C(=O)c2cc(NS(=O)(=O)c3ccc(Cl)cc3)ccc2O1	-3	-7	1.9	2	13	.	0	-8	1	0
N#CCCn1cnc2c(=S)nc[nH]c21	0	7	-0.9	-1	1	-3	17	-6	3	2
Cc1cccc(-n2nc3c(c2NC(=O)c2cc4ccccc4o2)CS(=O)(=O)C3)c1	-9	2	-1.7	6	2	-11	-9	-7	-1	-2
O=C(N/N=C/c1ccc(F)cc1)c1ccc(OCc2ccccc2)cc1	4	-7	0.6	0	1	1	6	0	-3	-1
Nc1[nH]c(C(=O)c2ccccc2)c(-c2ccc(Br)cc2)c1C(=O)NC1CCCCC1	-6	-1	-2.0	3	5	.	-4	9	-5	-1
CC(C)(C)NC(=O)COc1ccc(CNCCc2ccccc2)cc1	4	-7	-1.5	-3	-4	-10	7	-4	-2	0
Cc1c(C(=O)N2CCCCC2)c(S(=O)(=O)NCCc2ccc(Cl)cc2)c(C)n1C	2	-2	1.0	-2	-5	2	17	-5	0	-1
Cc1noc(C)c1C(=O)Nc1ccccc1-c1ccccc1	-1	-3	-4.0	12	0	3	-9	-2	0	4
CC/C(C)=N/Nc1nc(-c2cc3cccc(OC)c3oc2=O)cs1	0	14	-3.4	0	34	.	6	-4	-7	7

3 entries picked at random from the list so far, as already listed:
SMILES	GC-B act	ABHD4 inh	PG9 Ab binder	ARFGAP1 inhibitor	rCAG RNA binder	HTRA1 inh	ASAP1 inh	Rev-erbA mod	NPR1 activator	SMARCA2 activ
Cc1cccc(-n2nc3c(c2NC(=O)c2cc4ccccc4o2)CS(=O)(=O)C3)c1	-9	2	-1.7	6	2	-11	-9	-7	-1	-2
N#CCCn1cnc2c(=S)nc[nH]c21	0	7	-0.9	-1	1	-3	17	-6	3	2
Nc1[nH]c(C(=O)c2ccccc2)c(-c2ccc(Br)cc2)c1C(=O)NC1CCCCC1	-6	-1	-2.0	3	5	.	-4	9	-5	-1

More structures
SMILES	GC-B act	ABHD4 inh	PG9 Ab binder	ARFGAP1 inhibitor	rCAG RNA binder	HTRA1 inh	ASAP1 inh	Rev-erbA mod	NPR1 activator	SMARCA2 activ
Cn1ncc2c(Nc3ccc(Cl)c(Cl)c3)ncnc21	2	-24	-3.2	9	5	-26	0	-1	6	3
COc1ccccc1NS(=O)(=O)c1cc(NC(=S)NCC2CCCO2)ccc1C (stereo unspecified)	7	0	-2.5	7	2	-3	-3	0	-7	-5
CCSc1cc(N2CCOCC2)nc(-c2ccccc2)n1	-7	-7	-2.5	-2	-3	2	-6	10	-14	1
N/C(=N\OC(=O)Oc1ccccc1)c1cccc([N+](=O)[O-])c1	3	7	1.8	5	-2	4	6	3	2	-1
CN(C)C(=O)CCc1ccc2c3c([nH]c2c1)[C@]1(C)[C@@H](C(=O)N2CCOCC2)C[C@H](CC(=O)NCCN2CCOCC2)C(=O)N1CC3	-1	-1	-0.8	-1	-1	4	5	4	3	0
O=C(c1cc(-c2ccccc2Cl)nc2ccccc12)N1CCOCC1	5	1	-1.8	-3	0	-5	-15	-4	1	1
Cc1cc(C)cc(-n2nnc(C(=O)NCc3ccccc3)c2N)c1	1	0	-1.2	-20	-3	-25	13	-2	-9	-2
CCCC(=O)Nc1ccc(C(=O)COC(=O)C2=COCCO2)cc1	8	-7	-1.4	7	0	-1	14	1	3	5
CCCNC(=O)COc1coc(CN2CCN(Cc3ccccc3)CC2)cc1=O	1	-2	0.1	-10	-4	3	0	-4	4	-1
CCCN(C(=O)COC(=O)CCOc1ccc(C)cc1)c1c(N)n(Cc2ccccc2)c(=O)[nH]c1=O	-2	5	-0.3	11	0	0	-11	-3	-1	3
CCOC(=O)c1sc(NC(=O)c2cc3n(n2)C(C(F)(F)F)CC(c2cccs2)N3)c(C(=O)OCC)c1C (stereo unspecified)	-1	-1	-0.3	13	3	-18	-2	3	-1	0
Cc1ccc(Sc2ccc(NC(=O)CCN3C(=O)NC4(CCCC4)C3=O)cc2)c(C)c1	1	-21	0.8	3	2	-47	13	6	-4	-4
CC(C)C[C@H](NC(=O)[C@H](Cc1ccccc1)n1c(=O)[nH]c2ccccc2c1=O)C(=O)N1CCC[C@H]1C(=O)O	-9	1	1.6	-9	6	5	-3	-12	1	1
Cc1ccsc1C(=O)N1CCN(S(=O)(=O)c2cccs2)CC1	-1	-5	0.8	-6	1	7	-1	1	5	-2
CC(O)(c1cccnc1)c1nc(-c2cccc(C#N)c2)cs1 (stereo unspecified)	3	-5	-1.0	5	2	.	-16	1	1	-1
N#C/C(=C\c1ccc(N2CCOCC2)o1)C(=O)N1CCOCC1	5	-14	-10.0	-4	-72	2	7	10	-3	-4
CC(=O)c1ccc(Oc2ccc(C(C)=O)cc2)cc1	-5	3	1.0	5	-9	-2	-13	-2	0	2
CC(C)NC(=O)N(C)C[C@@H]1OCc2cn(nn2)CCCC(=O)N([C@H](C)CO)C[C@H]1C	-2	-4	-0.7	-21	0	7	0	-4	2	-1
O=C(N=C1SC2CS(=O)(=O)CC2N1CCc1ccc(F)cc1)C1CCCCC1 (stereo unspecified)	-8	4	0.2	4	-3	2	-10	-4	-6	-3
C=CCn1c(C)cc(C(=O)COC(=O)[C@@H](NC(=O)c2ccccc2Cl)C(C)C)c1C	0	-4	0.0	11	-7	-13	5	-3	-1	0
COc1ccc(CCN(C)C(=O)c2cnc(C)cn2)cc1OC	1	2	-0.6	3	0	0	0	1	1	0
CC(=O)Nc1ccc(S(=O)(=O)N2CCN(C(C)CCc3ccccc3)CC2)cc1 (stereo unspecified)	2	5	-3.4	5	4	-16	12	3	-2	-1
CCOc1ccc2nc(SCC(=O)c3ccc(O)cc3O)sc2c1	3	-5	0.7	0	16	-15	-1	-14	3	1
CCC(CC)=NNc1ccc([N+](=O)[O-])cc1[N+](=O)[O-]	1	9	-4.6	-2	0	-2	4	-3	2	4
COC(=O)Nc1ccc(S(=O)(=O)NCCCCCC(=O)O)cc1	-6	1	-3.6	1	1	4	-18	-3	-4	3
O=C(NCc1ccc2c(c1)OCO2)C1CCC(CNS(=O)(=O)c2cccc3nsnc23)CC1 (stereo unspecified)	-2	9	1.4	3	2	-10	3	34*	1	-5
Cc1nc(C)c(-c2ccc(SCC(=O)Nc3cccc(F)c3)nn2)s1	-3	-3	-11	-1	-1	-9	-4	9	-2	-2
CCOC(=O)c1sc(C)c2c1NC(c1ccc(Cl)cc1)NC2=O (stereo unspecified)	-5	-4	5.4	0	0	7	-6	7	3	2
CC(NC(=O)Cc1ccccc1F)c1ccc(F)cc1 (stereo unspecified)	-6	-4	0.5	3	-3	3	4	1	0	-3
CCN(CC)c1ccc2cc(NC(=O)CCC(=O)O)c(=O)oc2c1	-4	58*	-5.0	1	-22	19	6	1	3	-12
